High-throughput results: PubChem BioAssay, several laboratories
PTPN22 act: LYP phosphatase activators, primary screen, biochemical, DiFMUP fluorescence, 2 µM | AID 697, 2007 | recombinant LYP; 0 = plate median, 100 = signal doubled | Tyrosine-protein phosphatase non-receptor type 22 (Homo sapiens), Q9Y2R2 | activation, % at 2 µM | 96,000 tested, 0.11% active;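 active = activation at 2 µM above a set limit, the mean plus 5 SD, cut at about 37% in these data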
Target sequence (Q9Y2R2 whole entry, looked up): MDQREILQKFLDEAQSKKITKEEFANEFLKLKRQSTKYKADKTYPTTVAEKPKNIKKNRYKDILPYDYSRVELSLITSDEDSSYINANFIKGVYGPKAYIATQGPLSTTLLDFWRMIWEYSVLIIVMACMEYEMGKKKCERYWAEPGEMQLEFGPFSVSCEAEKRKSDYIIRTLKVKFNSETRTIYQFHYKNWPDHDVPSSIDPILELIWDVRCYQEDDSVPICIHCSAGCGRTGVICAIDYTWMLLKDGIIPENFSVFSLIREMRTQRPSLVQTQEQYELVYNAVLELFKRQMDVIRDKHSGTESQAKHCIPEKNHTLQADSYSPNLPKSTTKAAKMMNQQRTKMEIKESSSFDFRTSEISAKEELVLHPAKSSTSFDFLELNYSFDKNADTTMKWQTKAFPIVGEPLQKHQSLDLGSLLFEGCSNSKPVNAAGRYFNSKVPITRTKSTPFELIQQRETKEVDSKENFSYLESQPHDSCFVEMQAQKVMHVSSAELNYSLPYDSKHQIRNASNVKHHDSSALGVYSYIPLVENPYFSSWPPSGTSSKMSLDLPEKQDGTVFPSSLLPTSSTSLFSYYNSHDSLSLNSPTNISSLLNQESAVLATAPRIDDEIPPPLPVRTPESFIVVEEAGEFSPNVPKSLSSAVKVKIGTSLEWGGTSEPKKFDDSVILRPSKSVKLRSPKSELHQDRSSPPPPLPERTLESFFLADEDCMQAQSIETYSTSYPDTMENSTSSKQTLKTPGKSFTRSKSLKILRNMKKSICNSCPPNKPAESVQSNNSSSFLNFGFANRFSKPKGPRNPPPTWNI
PTPN22 inh 2: PTPN22 phosphatase inhibitors, primary screen, biochemical, DiFMUP fluorescence, 2 µM. Tyrosine-protein phosphatase non-receptor type 22 (Homo sapiens), Q9Y2R2. recombinant LYP catalytic domain. inhibition, % at 2 µM. 96,000 tested, 0.21% active;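 active = inhibition at 2 µM at or above a set limit, the screen mean plus 3 SD, cut at about 24% in these data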;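 note: 0% = DMSO with enzyme and 100% = enzyme fully blocked by orthovanadate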
Plk1 PBD FP: Plk1 polo box domain binding inhibitors, primary screen, biochemical, fluorescence polarization | Serine/threonine-protein kinase PLK1 (Homo sapiens), P53350 | 97,000 tested, 0.13% active | inhibition, %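 (tested at about 20 µM)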 | AID 693, 2007 | Plk1 PBD phosphopeptide binding; in the data active = inhibition above about 34%, passing the limit was not always enough
HIV Rev-RRE inh: HIV-1 Rev-RRE binding inhibitors, primary screen, biochemical, FRET, protein-RNA interaction; Rev peptide-RRE RNA binding; 97,000 tested, 0.79% active; P05866; inhibition, % at 8 µM;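 active = inhibition above the screen-wide mean plus 3 SD, cut at about 35% in these data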;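 note: 0% = median DMSO wells and 100% = median Neomycin B control wells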
Target sequence (P05866 whole entry, looked up): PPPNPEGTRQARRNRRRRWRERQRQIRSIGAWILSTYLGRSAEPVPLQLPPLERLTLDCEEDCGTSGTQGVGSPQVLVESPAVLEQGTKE
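Test system – labelled RRE RNA duplex and labelled Rev peptide · Signal – fluorescein-to-Cy5 FRET, 480 nm excitation · Evaluation – % inhibition of FRET ratio versus controls · Benchmarks – DMSO low control, neomycin B high control · Incubation – 5 min RNA-compound premix plus 15 min binding step, 25 °C · Medium – HEPES pH 7.5 salt buffer with EDTA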
Calb biofilm kill: clotrimazole potentiators killing Candida biofilms, primary screen, with clotrimazole, Alamar Blue; C. albicans biofilm + clotrimazole; inhibition, % at 6 µM; 85,000 tested, 0.14% active; AID 834, 2007;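 active = inhibition above 20%; inactive = inhibition below 20%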;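 note: preformed 24 hr biofilms exposed to compound for 48 hr; 0% = biofilm without compound and 100% = blank killed by clotrimazole plus chlorhexidine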
EphB4 antag: EphB4-ephrin-B2 interaction antagonists, primary screen, biochemical, TNYL-RAW peptide probe, fluorescence polarization; Ephrin type-B receptor 4 (Homo sapiens), P54760; EphB4 LBD / TNYL-RAW-Alexa532 peptide; inhibition, % at 7 µM; 97,000 tested, 0.15% active;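 active = inhibition above the screen-wide mean inhibition plus 3 SD, cut at about 15% in these data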;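 note: 0% = DMSO wells and 100% = excess unlabeled TNYL-RAW peptide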
PLK1 inh: human PLK1 kinase inhibitors, primary screen, biochemical, TR-FRET. recombinant PLK1 kinase, TR-FRET peptide phosphorylation. inhibition, % at 10 µM. 97,000 tested, 0.53% active;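 active = inhibition of 50% or more in the single-concentration screen; inactive = inhibition below 50%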;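 note: 0% = DMSO max control and 100% = H-89 dihydrochloride min control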
CYP2C9 inhib: blockers of cytochrome P450 2C9 activity – biochemical, luminescence, ADME assay, primary screen | P11712 | CYP2C9 Supersomes, luciferin-H conversion | inhibition, % at 5 µM | 96,000 tested, 20% active | AID 777, 2007;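 active = blocking of liver enzyme CYP2C9 beyond about 50% at 5 µM, limit read from the data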; note: values of inactives mirror those of a sister screen read the other way
CYP2C9 act: human CYP2C9 activators, primary screen, biochemical, luminescence. Cytochrome P450 2C9 (Homo sapiens), P11712. recombinant CYP2C9, luciferin-H conversion; active compounds read high; factor 1 = untreated enzyme, 0 = blocked. activation factor at 5 µM. 96,000 tested, 1.4% active. AID 1024, 2008;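 active = activation factor of 2 or more for CYP2C9 at a 5 µM dose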;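 note: 0 = sulfaphenazole-blocked wells and 1 = vehicle-only wells; values of inactives mirror those of a sister screen read the other way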
* hit, by the source's call. The order is random; 20% or so of the library scored in one or more.

Results for N/C(=N\OC(=O)COc1ccccc1Cl)c1ccc(Cl)cc1 ?
Plk1 PBD FP: 11; HIV Rev-RRE inh: 16; EphB4 antag: -2; PLK1 inh: -4

What do the screens show for `COc1ccc(CN2CCN(c3cccc(C)c3C)CC2)cc1OC`?
PTPN22 act: 3; PTPN22 inh 2: -4; Plk1 PBD FP: -5; HIV Rev-RRE inh: 6; Calb biofilm kill: 0; EphB4 antag: 1; PLK1 inh: -9; CYP2C9 inhib: -3; CYP2C9 act: 1

How did Cc1sc2nc(SCC(=O)NCc3ccco3)n(CCc3ccccc3)c(=O)c2c1C do in these assays?
PTPN22 act: -3; PTPN22 inh 2: 2; Plk1 PBD FP: 0; HIV Rev-RRE inh: 8; Calb biofilm kill: 2; EphB4 antag: 2; PLK1 inh: -18; CYP2C9 inhib: 65*; CYP2C9 act: 0.3

Results for Cc1ccc(OCCCC(=O)N2CCOCC2)cc1 ?
PTPN22 act: -6; PTPN22 inh 2: 4; Plk1 PBD FP: -8; HIV Rev-RRE inh: 6; Calb biofilm kill: 4; EphB4 antag: 5; PLK1 inh: 0; CYP2C9 inhib: -8; CYP2C9 act: 1.1

Results for CCOC(=O)CSC1=C(C#N)C(c2ccc(Cl)cc2)CC(=O)N1 (stereo not drawn) ?
PTPN22 act: -3; PTPN22 inh 2: 0; Plk1 PBD FP: -13; HIV Rev-RRE inh: 4; Calb biofilm kill: 5; EphB4 antag: -5; PLK1 inh: -17; CYP2C9 inhib: 98*; CYP2C9 act: 0

Results for COc1ccc(N2C(=O)C3CCCN3C2c2cccc(F)c2)cc1Cl (stereo not drawn) ?
PTPN22 act: -3; PTPN22 inh 2: 1; Plk1 PBD FP: -35; HIV Rev-RRE inh: 8; Calb biofilm kill: 5; EphB4 antag: 0; PLK1 inh: -7; CYP2C9 inhib: 8; CYP2C9 act: 0.9

How did COc1ccc(NC(=O)CSc2nncn2C)c([N+](=O)[O-])c1 do in these assays?
PTPN22 act: 4; PTPN22 inh 2: 0; Plk1 PBD FP: -14; HIV Rev-RRE inh: 5; EphB4 antag: 6; PLK1 inh: 2; CYP2C9 inhib: 7; CYP2C9 act: 0.9

What do the screens show for `Nc1nnc(CSCc2ccccc2)s1`?
PTPN22 act: 1; PTPN22 inh 2: -2; Plk1 PBD FP: 23; HIV Rev-RRE inh: 4; EphB4 antag: -3; PLK1 inh: -10; CYP2C9 inhib: 7; CYP2C9 act: 0.9

What do the screens show for `CCN(CC)CCCOc1ccc(C)cc1Br`?
PTPN22 act: -2; PTPN22 inh 2: 2; Plk1 PBD FP: 3; HIV Rev-RRE inh: -6; Calb biofilm kill: 6; EphB4 antag: -1; PLK1 inh: 0; CYP2C9 inhib: 0; CYP2C9 act: 1

How did COC(=O)c1[nH]cnc1C(=O)c1ccccc1 do in these assays?
PTPN22 act: 0; PTPN22 inh 2: 1; Plk1 PBD FP: 12; HIV Rev-RRE inh: 11; Calb biofilm kill: 2; EphB4 antag: 2; PLK1 inh: 11; CYP2C9 inhib: -9; CYP2C9 act: 1.1

Reprinted at random: 4 compounds from above, in no set order.
What do the screens show for `COc1ccc(CN2CCN(c3cccc(C)c3C)CC2)cc1OC`?
PTPN22 act: 3; PTPN22 inh 2: -4; Plk1 PBD FP: -5; HIV Rev-RRE inh: 6; Calb biofilm kill: 0; EphB4 antag: 1; PLK1 inh: -9; CYP2C9 inhib: -3; CYP2C9 act: 1

How did COc1ccc(NC(=O)CSc2nncn2C)c([N+](=O)[O-])c1 do in these assays?
PTPN22 act: 4; PTPN22 inh 2: 0; Plk1 PBD FP: -14; HIV Rev-RRE inh: 5; EphB4 antag: 6; PLK1 inh: 2; CYP2C9 inhib: 7; CYP2C9 act: 0.9

How did COC(=O)c1[nH]cnc1C(=O)c1ccccc1 do in these assays?
PTPN22 act: 0; PTPN22 inh 2: 1; Plk1 PBD FP: 12; HIV Rev-RRE inh: 11; Calb biofilm kill: 2; EphB4 antag: 2; PLK1 inh: 11; CYP2C9 inhib: -9; CYP2C9 act: 1.1

What do the screens show for `CCN(CC)CCCOc1ccc(C)cc1Br`?
PTPN22 act: -2; PTPN22 inh 2: 2; Plk1 PBD FP: 3; HIV Rev-RRE inh: -6; Calb biofilm kill: 6; EphB4 antag: -1; PLK1 inh: 0; CYP2C9 inhib: 0; CYP2C9 act: 1

The list continues.
How did COC(=O)COc1cccc(NC(=O)c2cccs2)c1 do in these assays?
PTPN22 act: 1; PTPN22 inh 2: -2; Plk1 PBD FP: -24; HIV Rev-RRE inh: 3; Calb biofilm kill: 4; EphB4 antag: 6; PLK1 inh: -12; CYP2C9 inhib: 28; CYP2C9 act: 0.7

What do the screens show for `COc1cccc(C(=O)N(Cc2nc(-c3ccc(C)cc3)no2)C(C)C)c1`?
PTPN22 act: -2; PTPN22 inh 2: 1; Plk1 PBD FP: 6; HIV Rev-RRE inh: 4; Calb biofilm kill: 6; EphB4 antag: -7; PLK1 inh: -11; CYP2C9 inhib: 41; CYP2C9 act: 0.6

Results for CC(C)Oc1cccc(C(=O)NC(=S)Nc2ccc(Cl)c(C(=O)O)c2)c1 ?
PTPN22 act: 13; PTPN22 inh 2: -8; Plk1 PBD FP: 6; HIV Rev-RRE inh: 3; EphB4 antag: 12; PLK1 inh: -3; CYP2C9 inhib: 22; CYP2C9 act: 0.8

Results for O=C(C1CCC(C(=O)N2CCCCC2)CC1)N1CCCCC1 (stereo not drawn) ?
PTPN22 act: 0; PTPN22 inh 2: -1; Plk1 PBD FP: 15; HIV Rev-RRE inh: 0; Calb biofilm kill: 9; EphB4 antag: -7; PLK1 inh: -8; CYP2C9 inhib: -17; CYP2C9 act: 1.2

How did CCCn1nc(C(=O)Nc2ccc(S(=O)(=O)Nc3nccs3)cc2)c2ccccc2c1=O do in these assays?
PTPN22 act: -3; PTPN22 inh 2: 4; Plk1 PBD FP: -30; HIV Rev-RRE inh: 20; EphB4 antag: 5; PLK1 inh: -7; CYP2C9 inhib: 60*; CYP2C9 act: 0.4

What do the screens show for `COc1ccc2c(=O)c(-c3cnn(-c4ccccc4)c3)c(C)oc2c1`?
PTPN22 act: -2; PTPN22 inh 2: 6; Plk1 PBD FP: -3; HIV Rev-RRE inh: 6; Calb biofilm kill: -3; EphB4 antag: -10; PLK1 inh: -7; CYP2C9 inhib: 29; CYP2C9 act: 0.7

What do the screens show for `Cc1cc(C)nc(-n2nc(C)cc2NC(=O)c2cccc(S(=O)(=O)N3CCOCC3)c2)n1`?
PTPN22 act: 2; PTPN22 inh 2: -5; Plk1 PBD FP: -28; HIV Rev-RRE inh: -1; EphB4 antag: -2; PLK1 inh: -13; CYP2C9 inhib: 28; CYP2C9 act: 0.7

What do the screens show for `COc1ccc(-c2noc(CCC(=O)N3CCN(c4cc(C)ccc4C)CC3)n2)cc1`?
PTPN22 act: -7; PTPN22 inh 2: 10; Plk1 PBD FP: 13; HIV Rev-RRE inh: 4; Calb biofilm kill: 2; EphB4 antag: 2; PLK1 inh: -11; CYP2C9 inhib: 78*; CYP2C9 act: 0.2

How did Cc1ccc(NC(=O)NC2CCN(S(=O)(=O)c3ccc(F)cc3)CC2)cc1 do in these assays?
PTPN22 act: -1; PTPN22 inh 2: 1; Plk1 PBD FP: 15; HIV Rev-RRE inh: 7; Calb biofilm kill: 5; EphB4 antag: -5; PLK1 inh: -1

Results for CCCn1c(SC(C)C(=O)O)nc2ccccc21 (stereo not drawn) ?
PTPN22 act: -12; PTPN22 inh 2: 12; Plk1 PBD FP: -11; HIV Rev-RRE inh: 10; Calb biofilm kill: -2; EphB4 antag: 6; PLK1 inh: -4; CYP2C9 inhib: -34; CYP2C9 act: 1.3

Results for CS(=O)(=O)Nc1ccc(Cc2ccc(NS(C)(=O)=O)cc2)cc1 ?
PTPN22 act: -1; PTPN22 inh 2: -4; Plk1 PBD FP: 9; HIV Rev-RRE inh: 6; Calb biofilm kill: 0; EphB4 antag: 4; PLK1 inh: -4; CYP2C9 inhib: 52*; CYP2C9 act: 0.5

What do the screens show for `CNC(=O)CN(C)S(=O)(=O)c1ccc(F)cc1`?
PTPN22 act: -2; PTPN22 inh 2: -1; Plk1 PBD FP: 5; HIV Rev-RRE inh: 8; Calb biofilm kill: -3; EphB4 antag: 4; PLK1 inh: -15; CYP2C9 inhib: 21; CYP2C9 act: 0.8

How did O=C(ON=C1CCN(S(=O)(=O)c2ccccc2)CC1)c1ccc(Cl)cc1 do in these assays?
PTPN22 act: 21; PTPN22 inh 2: -19; Plk1 PBD FP: 8; HIV Rev-RRE inh: 3; EphB4 antag: -3; PLK1 inh: -7

How did N#Cc1nc(COc2ccc(Cl)cc2)oc1NCc1ccc2c(c1)OCO2 do in these assays?
PTPN22 act: -2; PTPN22 inh 2: 3; Plk1 PBD FP: 3; HIV Rev-RRE inh: 16; Calb biofilm kill: 2; EphB4 antag: 1; PLK1 inh: -22; CYP2C9 inhib: 84*; CYP2C9 act: 0.2

What do the screens show for `Cc1ccc(-c2csc3ncn(CC(=O)N4CCOCC4)c(=O)c23)cc1C`?
PTPN22 act: 6; PTPN22 inh 2: -9; Plk1 PBD FP: 3; HIV Rev-RRE inh: 8; Calb biofilm kill: 11; EphB4 antag: 9; PLK1 inh: -7; CYP2C9 inhib: 11; CYP2C9 act: 0.9

Results for Cc1cc(Nc2ccc(Cl)cc2)n(-c2cccc(Cl)c2)n1 ?
PTPN22 act: -8; PTPN22 inh 2: 11; Plk1 PBD FP: 14; HIV Rev-RRE inh: 14; Calb biofilm kill: 6; EphB4 antag: 5; PLK1 inh: -7; CYP2C9 inhib: 98*; CYP2C9 act: 0

How did CC(=O)Nc1ccc(S(=O)(=O)N(c2cccnc2)S(=O)(=O)c2ccc(NC(C)=O)cc2)cc1 do in these assays?
PTPN22 act: -5; PTPN22 inh 2: 3; Plk1 PBD FP: -11; HIV Rev-RRE inh: 3; Calb biofilm kill: 2; EphB4 antag: 2; PLK1 inh: -14

What do the screens show for `Cc1cc(=O)[nH]c(SCC(=O)C23CC4CC(CC(C4)C2)C3)c1C#N`?
PTPN22 act: -5; PTPN22 inh 2: 7; Plk1 PBD FP: 19; HIV Rev-RRE inh: 13; EphB4 antag: 12; PLK1 inh: -6; CYP2C9 inhib: 9; CYP2C9 act: 0.9

What do the screens show for `Cc1cccc(Oc2ccc(C(=O)NC3CCSC3=O)cn2)c1C` (stereo not drawn)?
PTPN22 act: -8; PTPN22 inh 2: 10; Plk1 PBD FP: -26; HIV Rev-RRE inh: 2; EphB4 antag: -4; PLK1 inh: -6; CYP2C9 inhib: 13; CYP2C9 act: 0.9

Results for Cc1ccc2c(c1)cc1c(=O)[nH]ncn12 ?
PTPN22 act: -2; PTPN22 inh 2: 6; Plk1 PBD FP: 4; HIV Rev-RRE inh: 6; EphB4 antag: -4; PLK1 inh: 15; CYP2C9 inhib: -21; CYP2C9 act: 1.2
